Source: PubChem BioAssay
S3 lipid droplet: qHTS Assay for Lipid Storage Modulators in Drosophila S3 Cells | AID 2685 | 320,000 tested, 0.64% active | Drosophila S3 cells, BODIPY lipid droplet fluorescence, 18-24 h; cells fed with added oleic acid | lipid storage change, negative = inhibition, % at the top dose, mostly 46.1 µM; hits show Potency in µM; active = well fitted inhibition curve with a large enough effect in the signal ratio, with a control signal flat, not every such curve was filed as active; inconclusive = small, poorly fitted or top-dose-only effect, or effect the other way, or a change in a side signal; the % refers to the signal ratio
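Drosophila S3 cells loaded with oleic acid (400 uM, as added) and compounds at several concentrations; lipid droplets imaged by 488-nm laser-scanning cytometry, 500–530 nm intensity and object ratio to cell channel. Percent activity normalized to 20 uM Triacsin C.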
S3 lipid droplet cell count max: recorded beside S3 lipid droplet, whose call it bears; cell number change, %; measured here: cell count max response;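 cells counted by Cell Tracker Red CMTPX staining in the red channel; peak over a dose series mostly up to 46.1 µM; percent activity relative to internal control wells on each plate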
The depositor's hits bear a star; i = inactive; ? = inconclusive; . = no result given. % is set by controls: 0 for no effect and ±100 for the full control effect; potency is the fitted concentration of half-maximal effect. The list is partial. The share of hits here may be higher or lower than overall.

SMILES	S3 lipid droplet	S3 lipid droplet cell count max
CCOc1ccc(S(=O)(=O)N2CCCCC2)cc1NC(=O)C1CSC2(C)CCC(=O)N12 (centres undefined)	?	.
O=C1c2cccc3cccc(c23)C(=O)N1c1ccc2ncccc2c1	1%	2
Cc1c(C(=O)Nc2ccc(F)c(F)c2)oc2ccc(S(=O)(=O)N3CCCCC3)cc12	i	4
Cc1ccc(/C=N/N2CCN(c3ccccn3)CC2)cc1	?	.
C=CCO/N=C(/C)c1ccc(Oc2cnccn2)cc1	?	.
COC(=O)Cc1c(C)nc2nc(-c3cccnc3)[nH]n2c1=O	i	-12
O=C(CNC(=O)c1ccccc1)OCCOc1cccc(Cl)c1	?	.
O=C(Cn1cccc1)Nc1ccc(F)cc1F	?	.
Cc1ccccc1NC(=O)CSc1ccc(-c2ccc(-n3cccn3)cc2)nn1	9%	1
CCOC(=O)c1c(NC(=O)/C=C/C(=O)O)sc(C)c1-c1ccc(C)c(C)c1	-13%	-23
Cc1cc(C)cc(NC(=O)CN2CCN(c3ccccc3)CC2)c1	?	.
COc1ccccc1CN1CCC(CNS(=O)(=O)c2cc(-c3cc(C)no3)ccc2OC)CC1	?	.
CN(C)CCNC(=O)c1cccc(S(=O)(=O)Nc2ccc(F)cc2)c1	?	.
CO/N=C/CC(=O)c1cnc(-c2ccccc2)s1	?	.
O=C(COc1ccccc1Cl)Nc1ccc(C(=O)O)cc1NC(=O)COc1ccccc1Cl	?	.
COc1cccc(NC(=O)Nc2cnccn2)c1	-15%	-3
CC(C)(C)C(=O)NC(=S)Nc1ccc(Cl)c(C(=O)O)c1	?	.
CNc1nc(Nc2ccc(C(C)=O)cc2)nc(OC(C(F)(F)F)C(F)(F)F)n1	?	.
NS(=O)(=O)c1cc(C(=O)OCC(=O)Nc2ccc(N3CCCCC3)cc2)ccc1Cl	?	.
O=C(Nc1ccc(S(=O)(=O)NCc2cccnc2)cc1)c1ccccc1Cl	?	.
CCn1ccc(C(=O)N2CCOCC2)n1	?	.
O=C(Nc1ccc(-n2cnnn2)cc1)C(c1ccccc1)c1ccccc1	-13%	25
Cc1cc(C)cc(NC(=O)CSc2nc3[nH]c(=O)cc(O)c3s2)c1	?	.
CC1CN(S(=O)(=O)N(C)C)CCN1S(=O)(=O)N(C)C (centres undefined)	?	.
COc1ccc(Cl)cc1NC(=O)CN1CCN(Cc2ccccc2)CC1	-7%	1
CCNC(=O)NNC(=O)C1CC(c2cccs2)=NO1 (centres undefined)	?	.
Cc1cc(C(=O)NNC(=O)NC(C)C)no1	?	.
O=C(N/N=C/c1ccccc1F)c1cccc(NC(=O)c2ccccc2Cl)c1	?	.
O=C(O)c1ccc(N/N=C/c2ccc3ncccc3c2)cc1	16%	1
O=C(OC(C(=O)NCC1CCCO1)c1ccc(F)cc1)c1cccs1 (centres undefined)	-3%	-13
OC(COc1ccccc1)CN1CCOCC1 (centres undefined)	0%	10
CN=C(Nc1ccc(C(=O)OC)cc1)SC1CC(=O)N(c2ccccc2F)C1=O (centres undefined)	?	.
O=C(COC(=O)c1ccccc1Nc1ccccc1)Nc1ccccc1	?	.
CC(=O)N(Cc1cc2cc(C)ccc2[nH]c1=O)c1cccc(C)c1C	10%	-8
Cc1ccc(S(=O)(=O)N2CCN(CN3C(=O)CC4(CCCC4)C3=O)CC2)cc1	?	.
COc1cc(OC)c(C(=O)NCc2ccc3c(c2)OCO3)cc1OC	?	.
CCN(C/C=C/c1ccccc1OC)Cc1ccccc1	13%	16
CCC(C)NC(=O)COC(=O)c1ccc(Cl)cc1O (centres undefined)	?	.
CCOc1ccc2c(c1)C(C)=CC(C)(C)N2C(=O)Nc1ccccc1F	?	.
CCCn1c(NC(=O)C23CC4CC(CC(O)(C4)C2)C3)nc2ccccc21	?	.

Complete entries, looked up by structure. Screens in order: S3 lipid droplet	S3 lipid droplet cell count max
Cc1ccc(S(=O)(=O)N2CCN(CN3C(=O)CC4(CCCC4)C3=O)CC2)cc1 is listed with ?	.
CCN(C/C=C/c1ccccc1OC)Cc1ccccc1 is listed with 13%	16
CCC(C)NC(=O)COC(=O)c1ccc(Cl)cc1O (centres undefined) is listed with ?	.

Filtered by structure, the compounds so far containing an aryl thioether with sulfur outside any ring.
SMILES	S3 lipid droplet	S3 lipid droplet cell count max
Cc1ccccc1NC(=O)CSc1ccc(-c2ccc(-n3cccn3)cc2)nn1	9%	1
Cc1cc(C)cc(NC(=O)CSc2nc3[nH]c(=O)cc(O)c3s2)c1	?	.

Following part
SMILES	S3 lipid droplet	S3 lipid droplet cell count max
O=C1c2cccnc2C(Nc2ccc(S(=O)(=O)N3CCCCC3)cc2)N1Cc1ccccc1 (centres undefined)	-19%	0
O=C(O)c1ccc(COc2c(F)c(F)cc(F)c2F)cc1	?	.
CCN1CCN(Cc2ccc3c(c2)Cc2ccccc2-3)CC1	?	.
CCCNC(=O)C(Cc1ccccc1)NS(=O)(=O)c1cccc2nsnc12 (centres undefined)	0%	-5
O=C(CCNC(=O)c1ccccc1Cl)N/N=C\c1ccc(O)cc1	2%	-1
O=C(NCc1ccccc1)C(c1ccncc1)N(C(=O)c1csnn1)C1CC1 (centres undefined)	-5%	-20
Cc1ccc(C(=O)Cn2nnc3c(sc4nc5c(c(-c6ccccc6)c43)CCC5)c2=O)cc1	-22%	-3
CCCN(CCC)C(=O)C1c2ccccc2Oc2ccccc21	-3%	-15
Cc1ccc([N+](=O)[O-])cc1NC(=O)Nc1onc(C)c1C	11%	12
CCOC(=O)CSc1ccc(C(=O)NCCCN2CCOCC2)cc1[N+](=O)[O-]	-2%	-16
O=C1CC(N2CCN(c3ccccc3Cl)CC2)C(=O)N1c1cccc(F)c1 (centres undefined)	i	.
C#CCOCCOCCOCCNc1nc(N2CCN(C(=O)CCCCCCCCCCNC(=O)[C@@H](CCSC)n3cc(CCO)nn3)CC2)nc(N2CCN(C(=O)CCCCCCCCCCNC(=O)[C@H]([C@@H](C)CC)n3cc(CCCCN=C(N)N)nn3)CC2)n1	?	.
COc1cc(CN(C)C)cc(C=O)c1O	?	.
O=C(/C=C/c1ccccc1)NC(=S)Nc1cccnc1	?	.
Cc1ccc(S(=O)(=O)Cc2cc(-c3ccc(Cl)cc3)no2)cc1	15%	.
Cc1ccc(C(=O)OCC(=O)Nc2ccc3[nH]c(=O)[nH]c3c2)cc1S(=O)(=O)N1CCOCC1	?	.
Cc1nc(NC(=O)c2ccccc2)sc1-c1csc(NCc2ccccc2)n1	?	.
COC(=O)c1ccc(CN2CCN(Cc3ccccc3)C(CCO)C2)cc1 (centres undefined)	13%	23
O=c1[nH]cccc1-c1nc2ccccc2n1Cc1cccc(F)c1	17%	-7
CC(C)n1nnnc1SCC(=O)NCCc1ccccc1	6%	-8
CCN(C1CCCCC1)S(=O)(=O)c1ccc(S(=O)(=O)NCCc2ccncc2)cc1	?	.
COc1ccc2c([N+](=O)[O-])c(Cl)[nH]c2c1	-22%	-9
CCCC(=O)Nc1cccc(Oc2nc(C)cc(C)c2C#N)c1	?	.
O=C(CSc1nc2ccc(Cl)cc2[nH]1)N1CCN(C(=O)c2ccco2)CC1	3%	3
COc1ccc(CNC(=O)CN2C(=O)CSc3ccc(S(=O)(=O)N4CCCCC4)cc32)cc1	i	-5
CC(=O)c1cccc(CN(C)CC2CCCN(CCc3ccccc3C)C2)c1 (centres undefined)	?	.
Cn1cc(CN2CCc3ccccc3C2)c2ccccc21	i	.
O=C(NC(=S)N(CCc1ccccc1)CCc1ccccc1)c1ccco1	-17%	-4
C=CCN(c1ccccc1Cl)S(=O)(=O)c1cc(C(=O)N2CCCC2)ccc1Cl	?	.
COc1ccc(/C=C(\NC(=O)c2ccco2)C(=O)NCc2ccco2)cc1	?	.
Cc1ccc(CNC(=O)CCc2nnc3ccc(NCCCN4CCCC4=O)nn23)cc1	i	0
O=C(NCc1cccs1)c1cc2c(s1)CCCC2	?	.
O=[N+]([O-])c1cc(C(F)(F)F)ccc1NCCCCNS(=O)(=O)c1ccc(Cl)cc1	26µM*	-17*
O=C(NCCCOc1cccc(CN2CCCCC2)c1)c1ccc(Cl)c(Cl)c1	-1%	.
CS(=O)(=O)NCc1nnc(SCc2ccccc2C(F)(F)F)o1	19%	12
COc1ccc(NC(=O)c2sc(SC)nc2N)cc1	?	.
S=c1[nH]nc(-c2ccco2)n1/N=C/C=C/c1ccccc1	17%	8
CCOc1ccc(-n2c(C)c(C(C)=O)c3cc(OC(C)=O)ccc32)cc1	?	.
O=C(COC(=O)C1CC2C=CC1C2)NCc1ccc(F)cc1 (centres undefined)	?	.
O=C1C(Cl)=C(N2CCCCCC2)C(=O)N1c1ccc(Cl)cc1	?	.
Cc1ccc(S(=O)(=O)N2CCN(S(=O)(=O)N3CCC(C)CC3)CC2)cc1C	?	.
COCCNC(=O)CSc1ccccc1C(=O)NC1CCSc2ccccc21 (centres undefined)	i	-14
O=C(CCN1C(=O)c2ccccc2C1=O)Nc1ccc(-c2nc3ccccc3o2)cc1	?	.
COc1ccc(Cl)cc1NS(=O)(=O)c1ccc(OC)c(OC)c1	5%	3
CCCS(=O)(=O)NCCc1csc(-c2ccc(OC)c(OC)c2)n1	?	.
O=C(NNC(=O)c1ccc(Cl)s1)c1csc(N2CCOCC2)n1	?	.
O=C(COc1ccccc1/C=C\c1[nH]c(=O)[nH]c(=O)c1[N+](=O)[O-])Nc1ccccc1	5%	10
Cc1nnc2c(NCC(C)c3ccccc3)nc3ccccc3n12 (centres undefined)	?	.
Cc1[nH]c(=O)[nH]c(=O)c1/C=N/NC(=O)CCNC(=O)OC(C)(C)C	?	.
Cc1c(C(=O)NNC(=S)Nc2ccc(S(N)(=O)=O)cc2)oc2ccccc12	-8%	11
COC(=O)c1cc(NS(=O)(=O)c2ccc(C(C)C)cc2)ccc1N1CCOCC1	7%	.
CCn1nnnc1-c1ccc(OC)c(S(=O)(=O)Nc2ccc(C(=O)OC)cc2)c1	?	.
CC1CCCC(C)N1/N=C/c1ccc(C(=O)O)cc1 (centres undefined)	0%	10
CCS(=O)(=O)Nc1ccc(Cc2ccncc2)cc1	i	.
O/N=C(/c1ccccc1)c1cc2cc(Br)cc(Br)c2o1	?	.
CCOC(=O)c1ccc(N2C(=O)CC(NNC(=O)c3ccc(Br)s3)C2=O)cc1 (centres undefined)	12%	0

Next part
SMILES	S3 lipid droplet	S3 lipid droplet cell count max
O=S1(=O)CC(O)C(Nc2ccccc2)C1 (centres undefined)	?	.
COc1cccc(-c2nc(NCc3cccnc3)c3ccccc3n2)c1O	?	.
N#CCC(=O)NNC(=S)NC(=O)C(c1ccccc1)c1ccccc1	?	.
COc1ccc(NC(=O)Nc2nnc(-c3ccccc3SCc3ccccc3)s2)cc1	-2%	-13
CCOC(=O)C1CCCN(C(=O)C2CCN(S(=O)(=O)CC)CC2)C1 (centres undefined)	-1%	-16
CN(C)c1ccc(C2N(c3ccc(Cl)cc3)C(=O)C3CCCN32)cc1 (centres undefined)	?	.
CS(=O)(=O)N1CCC(Oc2ccccc2C(=O)NCCCc2cccnc2)CC1	5%	9
Fc1cccc(Cl)c1Cn1ncc2ccccc21	?	.

Taken from above.
For S3 lipid droplet, `COc1ccc2c([N+](=O)[O-])c(Cl)[nH]c2c1` has -22%
For S3 lipid droplet cell count max, `COc1ccc(CNC(=O)CN2C(=O)CSc3ccc(S(=O)(=O)N4CCCCC4)cc32)cc1` has -5
For S3 lipid droplet, `Cc1ccc(S(=O)(=O)Cc2cc(-c3ccc(Cl)cc3)no2)cc1` has 15%

Further compounds.
SMILES	S3 lipid droplet	S3 lipid droplet cell count max
COc1cc(OC)cc(-n2nnnc2SCC(=O)NCc2ccc3c(c2)OCO3)c1	?	.
COc1ccc(Nc2nc(-c3ccccc3)nc3ccccc23)cc1	?	.
COc1ccc(CNC(=S)N/N=C/c2ccc(OC)c(OC)c2)cc1	24%	-12
COc1ccc(C(=O)Nc2ccc(N3CCCCC3)cc2)cc1Br	?	.
Cc1ccc(NC(=O)CC(=O)c2ccccc2)cc1C	?	.
Nc1nc(Cn2nnc(-c3ccccc3F)n2)nc(N2CCOCC2)n1	?	.
O=C(Nc1ccccc1)c1cc2ccccc2c(=O)s1	?	.
COc1ccc(CN2CC(C(=O)N3CC(C)CC(C)C3)CC2=O)cc1 (centres undefined)	?	.
COc1ccc(C(=O)N2CCCC(c3nc(-c4cc(OC)c(OC)c(OC)c4)no3)C2)cc1 (centres undefined)	i	.
Cc1ccc(C(C#N)N2CCOCC2)cc1 (centres undefined)	?	.
COc1cc(C(F)(F)F)nc2ccc(C#CCOC(=O)Nc3ccccc3)cc12	?	.
CCOC(=O)c1ccc(NC(=O)NC2CC3CCC(C2)N3C(=S)NC)cc1 (centres undefined)	-5%	-17
CCCCCC(C)NC(=S)NC(=O)c1cc(S(=O)(=O)N2CCOCC2)ccc1C (centres undefined)	?	.
Cc1ncc(CO)c(/C=N/NC(=O)c2cccc(S(=O)(=O)N3CCCC3)c2)c1O	7%	4
CC1CCN(C2=C(NS(=O)(=O)c3ccc(Br)cc3)C(=O)c3ccccc3C2=O)CC1	?	.
